ATG4B inh = ATG4B protease inhibitors, primary screen, biochemical, fluorescence, uHTS. Cysteine protease ATG4B (Homo sapiens), Q9Y4P1. ATG4B cleavage of LC3-PLA2, NBD-HPC fluorescence, 1 h. inhibition, % at 8.33 µM. 340,000 compounds, 0.51% hits. AID 504462, 2011; in the data active = inhibition above about 40%
PfG6PD inh = PfG6PD enzyme inhibitors, primary screen, biochemical, fluorescence intensity, uHTS. AID 504690, 2011. 350,000 compounds, 0.78% hits. PfGluPho enzyme, NADPH resazurin-diaphorase fluorescence. inhibition, % at 20 µM;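 active = inhibition reaching at least a set limit at 20 µM in the primary screen, cut at about 59% in these data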;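 note: 0% = DMSO wells with substrate and 100% = DMSO wells lacking glucose-6-phosphate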
GRIN3A LBD mod = binders of NR3A ligand-binding domain, primary screen, biophysical, differential scanning fluorimetry, uHTS; Glutamate receptor ionotropic, NMDA 3A (GRIN3A) ligand-binding domain; NR3A LBD differential scanning fluorimetry, Tm shift; 0% = protein alone, 100% = glycine-bound protein; Tm shift relative to glycine control, % at 25 µM; 340,000 compounds, 2.5% hits; AID 1259313, 2017;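 active = melting temperature shift of at least 10% of the positive control shift, at one fixed dose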
MPTP inh = mitochondrial permeability transition pore inhibitors, primary screen, biochemical, isolated mouse mitochondria, absorbance; Ca2+ swelling absorbance, 30 min; inhibition, % at 10 µM; 360,000 compounds, 1.4% hits; AID 602449, 2012;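 active = inhibition of 50% or more, scaled per plate between neutral and stimulator controls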;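 note: 0% = DMSO wells given calcium and 100% = 1 mM EGTA wells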
SENP8 inh = human SENP8 protease inhibitors, primary screen, biochemical, fluorescence, Nedd8 protein substrate, uHTS; recombinant SENP8; inhibition, % at 20 µM; 360,000 compounds, 0.64% hits; AID 602440, 2012; Sentrin-specific protease 8 (Homo sapiens), Q96LD8; in the data active = inhibition mostly above about 40%, no sharp cut-off; inactive = mostly below about 27%
Target sequence (Q96LD8 whole entry, looked up): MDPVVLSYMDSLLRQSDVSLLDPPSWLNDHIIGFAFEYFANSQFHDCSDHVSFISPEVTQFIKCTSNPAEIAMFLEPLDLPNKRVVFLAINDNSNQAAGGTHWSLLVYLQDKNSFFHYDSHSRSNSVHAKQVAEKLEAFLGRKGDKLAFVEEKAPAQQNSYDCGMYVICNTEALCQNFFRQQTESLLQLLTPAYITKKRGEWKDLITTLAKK
SENP7 block = SENP7 protease inhibitors, primary screen, biochemical, luminescence, uHTS; recombinant SENP7, Z-RLRGG-aminoluciferin luminescence, 40 min; inhibition, % at 5 µM; 330,000 compounds, 1.5% hits; AID 434973, 2010;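 active = inhibition above about 50% at the single test dose, limit read from the data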;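 note: plate controls were DMSO with enzyme for no effect and no enzyme buffer wells for full effect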
Target sequence (Q9BQF6 706-1050 limits assumed): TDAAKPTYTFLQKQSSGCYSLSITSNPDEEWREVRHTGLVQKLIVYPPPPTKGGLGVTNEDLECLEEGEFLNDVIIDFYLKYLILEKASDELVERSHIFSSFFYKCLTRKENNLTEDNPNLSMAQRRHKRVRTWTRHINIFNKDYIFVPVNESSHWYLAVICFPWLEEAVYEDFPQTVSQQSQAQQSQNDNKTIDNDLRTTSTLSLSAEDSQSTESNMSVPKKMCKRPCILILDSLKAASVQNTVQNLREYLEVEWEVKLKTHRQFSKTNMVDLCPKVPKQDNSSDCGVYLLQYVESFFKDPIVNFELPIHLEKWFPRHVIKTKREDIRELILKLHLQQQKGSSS
HKDC1 inh = HKDC1 hexokinase inhibitors, primary screen, biochemical, fluorescence, uHTS; recombinant HKDC1, G6PDH/diaphorase resazurin coupled fluorescence; inhibition, % at 20 µM; 340,000 compounds, 0.16% hits; AID 493160, 2011;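 active = inhibition above about 35% when tested at 20 µM, limit read from the data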;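 note: plate controls were DMSO wells with enzyme for no effect and DMSO wells lacking enzyme for full effect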
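Material: recombinant HKDC1 hexokinase; Amount: HKDC1 at 5 µg/mL; Medium: Tris pH 8.0 buffer with MgCl2, Tween-20, BSA, BME; Schedule: 90 min reaction incubation at room temperature, dark; Technique: coupled resazurin fluorescence, excitation 525 nm, emission 613 nm.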
SENP6 inh = SENP6 protease inhibitors, primary screen, biochemical, luminescence, uHTS; Sentrin-specific protease 6 (Homo sapiens), Q9GZR1; Recombinant SENP6 catalytic domain, aminoluciferin luminescence; inhibition, % at 10 µM; 330,000 compounds, 1.8% hits; AID 2599, 2010;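 active = inhibition above about 50% at the single tested dose, limit read from the data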;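 note: plate controls were DMSO wells with enzyme for no effect and DMSO wells lacking enzyme for full effect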
Target sequence (Q9GZR1 628-1112 limits assumed): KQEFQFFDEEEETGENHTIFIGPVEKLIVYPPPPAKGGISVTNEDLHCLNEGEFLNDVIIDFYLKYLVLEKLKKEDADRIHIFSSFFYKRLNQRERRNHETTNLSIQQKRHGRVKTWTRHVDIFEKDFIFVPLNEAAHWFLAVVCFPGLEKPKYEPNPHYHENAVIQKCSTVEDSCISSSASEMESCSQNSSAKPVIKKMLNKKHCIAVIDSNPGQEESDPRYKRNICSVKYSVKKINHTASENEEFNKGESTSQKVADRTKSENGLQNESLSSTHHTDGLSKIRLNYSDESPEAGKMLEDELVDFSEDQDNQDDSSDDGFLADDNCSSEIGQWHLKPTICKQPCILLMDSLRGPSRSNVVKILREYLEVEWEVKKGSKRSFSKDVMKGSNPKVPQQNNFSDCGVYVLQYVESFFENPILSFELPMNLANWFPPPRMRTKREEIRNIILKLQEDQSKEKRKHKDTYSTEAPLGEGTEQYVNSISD
* = called active by the depositor; nt = not tested or not shown.

SMILES	ATG4B inh	PfG6PD inh	GRIN3A LBD mod	MPTP inh	SENP8 inh	SENP7 block	HKDC1 inh	SENP6 inh
O=C(CN1C(=O)NC2(CCCCCC2)C1=O)c1ccc(F)cc1	2	-6	0	-1.4	6	-2	-1	-15
Cc1ccccc1OCCC(=O)OCC(=O)Nc1ccc(N2CCOCC2)cc1	0	4	-2	-0.5	4	-14	-1	-17
CCOC(=O)N1CCN(C(=O)C2CCN(C(=O)c3ccc([N+](=O)[O-])cc3)CC2)CC1	-6	10	2	2.1	0	-6	-7	-13
COc1ccc(S(=O)(=O)NCC2CCCN(C(=O)c3cccs3)C2)cc1 (configuration not stated)	2	-6	-1	1.9	4	-7	-6	-14
OCCN1CCN(c2nc(-c3ccccc3O)nc3ccccc23)CC1	-8	5	19*	0.5	20	1	2	-5
COCCNC(=S)NNc1ccccc1[N+](=O)[O-]	2	11	1	-0.5	0	2	-7	9
CCC1(c2ccccc2)SC(N)=NC1=O (configuration not stated)	-2	15	2	0.9	14	nt	-8	nt
CC(SCc1ccccc1)C(=O)Nc1ccccc1Br (configuration not stated)	9	-11	0	-0.3	-2	-9	7	-14
COc1ccc2c(Cl)c(C(N)=O)sc2c1	-3	22	34*	-1.4	17	7	0	5
COc1cccc2cc(C(=O)N3CCCCC3C)c(=O)oc12 (configuration not stated)	3	-12	0	-7.1	-31	2	-5	2
CN(Cc1nc2ccccc2c(=O)[nH]1)C(=O)c1ccc(NC(=O)CSc2nnnn2C)cc1	-2	-11	-1	1.5	11	-4	2	11
CC(NC(=O)COC(=O)c1ccccc1Nc1ccccc1)c1ccccc1 (configuration not stated)	7	-2	-8	2.0	-87	5	-5	-2
CCOc1ccccc1C(=O)NC(C)CCc1ccccc1 (configuration not stated)	0	11	1	2.0	32	-2	-2	-8
COc1ccc(OCC(=O)NC2CC(C)(C)NC(C)(C)C2)cc1	0	13	2	1.1	5	8	-8	-9
O=C(CCC1CCCN(Cc2ccncc2)C1)NCc1ccc(F)c(F)c1 (configuration not stated)	9	-3	-1	-0.6	-3	-10	1	-22
O=C(Nc1ccccc1)ON=C1CCCC1	-6	-5	1	0.1	6	7	-5	35
Cc1cc(Br)ccc1NC(=O)c1cnc(N2CCN(c3ccccn3)CC2)c2ccccc12	8	10	0	0.4	-173	6	11	-12
O=c1c2cc(Cl)ccc2nc(-c2ccccc2)n1O	-1	-3	0	-1.5	-20	-8	0	6
CC(C)Cc1nc(SCC(=O)Nc2nnc(CC(C)C)s2)n[nH]1	6	-14	1	1.7	11	0	9	1
COC(=O)CCCC(=O)NC(C)c1cnn(-c2ccccc2C)c1C (configuration not stated)	10	-8	-2	-0.7	15	0	-8	0
CCCC(=O)N1CCN(c2ccc([N+](=O)[O-])cc2Cl)CC1	-11	30	-2	-1.1	19	-2	-12	-3
CCOC(=O)C(C)OC(=O)C1=C(C)NC(=O)NC1c1ccc2c(c1)OCO2 (configuration not stated)	2	-9	-1	-0.9	6	2	-6	14
CCOC(=O)N1CCN(S(=O)(=O)c2ccc(C(=O)NNc3nc4cc(C)cc(C)c4s3)cc2)CC1	3	-19	-1	5.1	-4	9	-24	-12
CNC(=O)c1c(NC(=O)C2=COCCO2)sc2c1CCN(C(=O)OC)C2	6	4	0	-0.5	-196	-9	3	-2
CC(=O)COc1nc2c(c(-c3ccco3)c1C#N)CCc1ccccc1-2	13	9	2	nt	nt	8	-4	19

The closing 7 records of the section before open the next one.
SMILES	ATG4B inh	PfG6PD inh	GRIN3A LBD mod	MPTP inh	SENP8 inh	SENP7 block	HKDC1 inh	SENP6 inh
CC(C)Cc1nc(SCC(=O)Nc2nnc(CC(C)C)s2)n[nH]1	6	-14	1	1.7	11	0	9	1
COC(=O)CCCC(=O)NC(C)c1cnn(-c2ccccc2C)c1C (configuration not stated)	10	-8	-2	-0.7	15	0	-8	0
CCCC(=O)N1CCN(c2ccc([N+](=O)[O-])cc2Cl)CC1	-11	30	-2	-1.1	19	-2	-12	-3
CCOC(=O)C(C)OC(=O)C1=C(C)NC(=O)NC1c1ccc2c(c1)OCO2 (configuration not stated)	2	-9	-1	-0.9	6	2	-6	14
CCOC(=O)N1CCN(S(=O)(=O)c2ccc(C(=O)NNc3nc4cc(C)cc(C)c4s3)cc2)CC1	3	-19	-1	5.1	-4	9	-24	-12
CNC(=O)c1c(NC(=O)C2=COCCO2)sc2c1CCN(C(=O)OC)C2	6	4	0	-0.5	-196	-9	3	-2
CC(=O)COc1nc2c(c(-c3ccco3)c1C#N)CCc1ccccc1-2	13	9	2	nt	nt	8	-4	19
CC(=O)O[C@H]1C[C@@]2(O)[C@@H](OC(=O)c3ccccc3)C3[C@@](C)([C@@H](O)C[C@H]4OC[C@@]34OC(C)=O)[C@@H](O)[C@H](OC(C)=O)C(=C1C)C2(C)C (some centres not stated)	-24	-2	-1	0.2	43*	0	-3	-8
O=C(C1CC1)N1N=C(c2ccc(Br)cc2)CC1(O)C(F)(F)F (configuration not stated)	4	-7	-1	0.5	14	9	-4	-4
CCN(CC)CCCN(Cc1cc2cc(OC)c(OC)cc2[nH]c1=O)C(=O)Nc1ccccc1	5	-9	-1	-0.4	-258	7	-1	-6
COc1ccc2nc(NC(=O)CSC3=NCCS3)sc2c1	-7	-7	-1	0.1	17	-1	-1	-17
CN(C)/C=C(\C#N)S(=O)(=O)c1ccccc1	-4	-7	-1	-0.1	7	-6	-11	-21
CC(C)c1ccc(N2CCN(C(=O)c3ccccc3NC(=O)/C=C\C(=O)O)CC2)cc1	10	-14	1	0.9	-13	3	-2	8
CCOC(=O)Nc1sc(C(=O)N(CC)CC)c(C)c1C(=O)OCC	-20	25	1	0.0	-9	-4	-1	-7
CCCNC(=O)C1CN(S(=O)(=O)c2ccccc2)CCN1S(=O)(=O)c1ccccc1 (configuration not stated)	-11	-8	-1	0.8	8	18	-6	-37
C[C@H](NC(=O)[C@H]1N2C(=O)c3ccccc3C2SC1(C)C)C(=O)N1CCC[C@H]1C(=O)O (some centres not stated)	-12	1	0	-0.5	17	2	-3	13
COc1ccc2[nH]c(C(=O)NCc3ccccc3)cc2c1	7	7	-1	1.2	-370	2	7	3
Cc1ccc(CCNS(=O)(=O)c2cc3c(cc2C)NC(=O)CO3)cc1	-11	-22	-1	0.7	13	-4	11	-2
Nc1nc2n(n1)C(c1ccco1)CC(c1ccc(Cl)c(Cl)c1)N2 (configuration not stated)	-3	4	-2	-2.1	-293	17	-2	-5
Cc1nc(CNC(=O)CC2C(=O)NCCN2Cc2ccc(F)cc2)cs1 (configuration not stated)	4	9	0	-0.4	-38	-4	-7	2
Cc1ccc(S(=O)(=O)Nn2c(O)c(C=C3N=c4ccccc4=N3)sc2=S)cc1	-2	-15	7	5.4	4	4	11	-3
CCOC(=O)c1ccc(COC(=O)c2ccc(-c3nnc(-c4ccccc4)o3)cc2)o1	-1	-8	-4	0.5	-161	3	-5	53*
Cc1cc(N2CCCC2)ccc1/C=C1/C(=O)N(C)C(=S)N1C	10	-5	-1	5.4	18	-7	-10	8
COc1ccc(NC(=O)Nc2ccon2)c(OC)c1	1	4	2	0.1	6	-2	-2	-18
CCOc1ccc(C2C(C#N)=C(N)Oc3cc(C)n(CCN4CCOCC4)c(=O)c32)cc1OCC (configuration not stated)	-8	-6	3	0.0	-7	nt	-6	nt
Cc1nn(-c2ccccc2)c(C)c1C(=O)OC(C)C(=O)NC1CCCCC1C (configuration not stated)	-6	9	1	3.0	-7	0	-7	-3
N#CC1=C(N)OC2=C(C(=O)CCC2)C1CCc1ccccc1 (configuration not stated)	-12	29	-1	1.0	-8	2	-3	-6
Cc1nc2ccccc2n1C(=O)c1ccc(Cl)cc1[N+](=O)[O-]	-2	7	-2	2.4	26	-5	-9	-2
CC(=O)c1ccc(N2CCN(C(=O)c3noc4c3CSc3ccccc3-4)CC2)cc1	0	8	2	-0.4	-36	11	-4	-4
COc1ccccc1NC(=O)C(O)C(O)C(=O)Nc1ccccc1OC (configuration not stated)	-6	11	1	0.5	22	-4	1	-24
C=CCC[C@@H](Cc1ccc(F)cc1)C(=O)OC[C@@H]1CCCN1C(=O)[C@H](CC=C)CC(=O)N[C@H](CO)Cc1ccccc1	-25	13	-11	1.3	10	-9	1	-13
O=C(/C(=N\Nc1ccccc1)Sc1nnnn1-c1ccccc1)c1ccccc1	3	-14	-13	0.8	15	-7	5	-22
(next part)
SMILES	ATG4B inh	PfG6PD inh	GRIN3A LBD mod	MPTP inh	SENP8 inh	SENP7 block	HKDC1 inh	SENP6 inh
Cc1ccc(CN2C(=O)CCC2C(=O)NCc2cccnc2)cc1 (configuration not stated)	-1	-6	-1	-0.9	9	-6	-4	2
Cc1cccc(Cn2cnc3c(nnn3Cc3ccc(Cl)cc3)c2=O)c1	9	-13	-10	-2.0	20	4	3	-2
Cc1ncsc1C(=O)N1CCCC(C(=O)c2ccc3ccccc3c2)C1 (configuration not stated)	-3	3	-1	0.1	-11	12	-4	-7
CCn1c(SCc2ccccc2)nc2cc(S(N)(=O)=O)ccc21	-4	16	0	-1.7	2	-8	-5	-20
CC(C)(C)N=C1NN=C(c2ccc(Cl)cc2)CS1	-7	17	5	1.0	-11	13	-25	7
OCC1(CCc2ccccc2)CCN(Cc2c(F)ccc(F)c2F)CC1	17	2	2	0.6	13	0	9	-13
CC(=O)c1ccc(NC(=S)N2CCN(c3cccc(Cl)c3)CC2)cc1	-16	10	0	4.6	6	-1	-3	8
O=C(NC1=NCCS1)c1ccc([N+](=O)[O-])cc1Cl	-1	-17	-3	-3.4	14	1	0	10
N#Cc1ccc(CN2CCN(C(=O)CN3C(=O)NC4(CCCC4)C3=O)CC2)cc1	-6	9	1	0.9	-6	-7	-5	-10
CC1CCCCN1c1ncnc2ccccc12 (configuration not stated)	-8	-16	-1	8.7	-23	-2	-4	2
CCOc1ccc(OCC)c2sc(C)nc12	-8	7	-2	1.4	-29	8	3	18
CC1CC(=O)Nc2ccccc2N1S(=O)(=O)c1cccs1 (configuration not stated)	3	12	-1	0.2	10	-2	-4	1
COc1ccccc1N1CCN(C(=O)C2CCCN(S(=O)(=O)c3ccc(C)cc3)C2)CC1 (configuration not stated)	-14	22	-3	0.0	11	5	-3	9
COc1ccc(CN2C(=O)C(C)S/C2=N/N=C/c2ccco2)cc1 (configuration not stated)	3	-11	1	1.5	30	0	1	20
CC(=O)NCCn1c(SCC(=O)NCCC2=CCCCC2)nc2ccccc2c1=O	0	-14	2	0.1	8	-3	-4	-2
O=S(=O)(Cc1ccccc1)N1CCN(C2Cc3ccccc3C2)CC1	-4	-6	-1	0.8	2	9	-4	2
CN1CCN(c2ccc(-c3ccnn3C(=O)Nc3ccccc3)cc2)CC1	-6	19	-11	0.2	10	9	-8	13
Cc1ccnn1CCSCC(=O)O	-4	2	0	-1.1	12	-6	-13	4
CCn1cc(S(=O)(=O)Nc2ncccn2)cn1	4	-3	0	0.9	13	0	-2	-4
O=C(NNC(=O)C1CCN(c2ncccn2)CC1)c1ccccc1	-8	12	-1	1.9	-45	-8	-9	-37
COC(=O)CC1C(=O)NCCN1C(=S)Nc1cccc(C(F)(F)F)c1 (configuration not stated)	1	3	0	-0.8	17	-1	-9	8
Cc1ccccc1OCC(=O)N/N=C/c1cccc2cccnc12	-2	-30	3	-0.2	2	14	-7	3
